Compound activity as filed in PubChem.
mIAP inh = inhibitors of mouse IAP, primary screen, biochemical, luminescence, uHTS | intestinal alkaline phosphatase [Mus musculus] | purified mouse IAP, CDP-Star luminescence, 30 min | inhibition, % at 10 µM | 330,000 compounds, 0.2% hits;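 active = inhibition of at least 40% at 10 µM in the primary screen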;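 note: plate controls were DMSO with enzyme for no effect and no enzyme wells for full effect; values of inactives mirror those of a sister screen read the other way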
A3A deaminase = APOBEC3A ssDNA deaminase inhibitors, primary screen, selectivity assay for APOBEC3G inhibitor project, biochemical, FAM/TAMRA oligo cleavage fluorescence | DNA dC->dU-editing enzyme APOBEC-3A (Homo sapiens), P31941 | recombinant A3A, FAM/TAMRA ssDNA deamination fluorescence | inhibition, % at 20 µM | 330,000 compounds, 0.41% hits | AID 493011, 2011;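 active = at least 40% inhibition at 20 µM here, with at most 30% in a related deaminase screen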;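 note: plate controls were A3A with DMSO for no effect and wells lacking A3A enzyme for full effect; some results filed as inactive read as strong as hits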
Target sequence (P31941 whole entry, looked up): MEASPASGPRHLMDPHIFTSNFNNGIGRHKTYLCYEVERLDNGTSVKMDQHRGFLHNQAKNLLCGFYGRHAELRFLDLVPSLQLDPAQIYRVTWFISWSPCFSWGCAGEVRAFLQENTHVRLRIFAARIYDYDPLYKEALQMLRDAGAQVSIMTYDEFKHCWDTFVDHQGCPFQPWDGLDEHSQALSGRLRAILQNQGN
hIAP act = human IAP activators, primary screen, biochemical, luminescence, uHTS. Intestinal-type alkaline phosphatase (Homo sapiens), P09923. purified human IAP, CDP-Star luminescence, 30 min; hits give high values; 1 = vehicle-only enzyme, 0 = enzyme-free background. activation factor at 10 µM. 330,000 compounds, 0.16% hits. AID 2524, 2010;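 active = activation factor of the enzyme at least 2-fold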; note: the source names both 10 and 20 µM as test concentration; values of inactives mirror those of a sister screen read the other way
Target sequence (P09923 whole entry, looked up): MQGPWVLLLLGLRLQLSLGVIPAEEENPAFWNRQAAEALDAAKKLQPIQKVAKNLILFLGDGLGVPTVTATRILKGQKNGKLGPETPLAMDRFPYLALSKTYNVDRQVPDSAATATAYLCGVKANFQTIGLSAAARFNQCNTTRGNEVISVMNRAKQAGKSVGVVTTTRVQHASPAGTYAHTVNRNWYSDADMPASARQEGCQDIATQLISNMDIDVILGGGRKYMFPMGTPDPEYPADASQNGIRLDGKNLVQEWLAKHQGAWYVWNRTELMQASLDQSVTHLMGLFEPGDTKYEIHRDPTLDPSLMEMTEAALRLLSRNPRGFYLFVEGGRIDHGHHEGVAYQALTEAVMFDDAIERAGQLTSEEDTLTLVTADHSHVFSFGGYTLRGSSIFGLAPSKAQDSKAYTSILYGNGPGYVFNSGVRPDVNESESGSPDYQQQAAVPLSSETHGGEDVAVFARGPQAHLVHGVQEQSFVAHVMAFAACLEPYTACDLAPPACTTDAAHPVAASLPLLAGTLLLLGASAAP
MPTP inh = mitochondrial permeability transition pore inhibitors, primary screen, biochemical, isolated mouse mitochondria, absorbance | Ca2+ swelling absorbance, 30 min | inhibition, % at 10 µM | 360,000 compounds, 1.4% hits;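 active = inhibition of 50% or more, scaled per plate between neutral and stimulator controls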;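 note: 0% = DMSO wells given calcium and 100% = 1 mM EGTA wells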
beta cell repl = inducers of MIN6 beta-cell proliferation, primary screen, ATP luminescence, uHTS. MIN6 cells proliferation, ATPlite luminescence, 48 h; cells starved in 0.2% serum; 100% = growth in 10% serum. proliferation, % at 10 µM. 330,000 compounds, 0.29% hits;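 active = compounds whose signal lies at least 3.5 SD above the mean of all wells on their plate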;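 note: 0% = DMSO-treated cells in low-serum medium and 100% = 10% serum control; some compounds called inactive have numbers as strong as hits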
APOBEC3G inh = APOBEC3G DNA deaminase inhibitors, primary screen, biochemical, fluorescence, single-stranded DNA substrate, uHTS; DNA dC->dU-editing enzyme APOBEC-3G (Homo sapiens), Q9HC16; recombinant A3G, ssDNA deamination FAM/TAMRA fluorescence; inhibition, % at 20 µM; 330,000 compounds, 0.28% hits;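 active = inhibition of at least 40% at 20 µM, with no more than 30% in the related APOBEC3A deaminase screen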;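 note: plate controls were DMSO wells with A3G for no effect and wells lacking A3G enzyme for full effect; some compounds called inactive have numbers as strong as hits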
hIAP block = human IAP inhibitors, primary screen, biochemical, luminescence, uHTS. purified IAP, CDP-Star luminescence, 30 min. inhibition, % at 10 µM. Intestinal-type alkaline phosphatase (Homo sapiens), P09923. 330,000 compounds, 0.12% hits;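 active = inhibition reaching a set limit with compound at 10 µM in the primary screen, cut at about 35% in these data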;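 note: plate controls were DMSO wells with enzyme for no effect and no-enzyme buffer wells for full effect; values of inactives mirror those of a sister screen read the other way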
mIAP act = activators of mouse IAP, primary screen, biochemical, luminescence, uHTS; muIAP, CDP-Star luminescence, 30 min; hits give high values; 1 = vehicle-only enzyme signal, 0 = enzyme-free wells; activation factor at 10 µM; 330,000 compounds, 0.24% hits;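 active = activation factor of at least 2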; note: the source names both 10 and 20 µM as test concentration; values of inactives mirror those of a sister screen read the other way
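Assay system: mouse IAP enzyme / Compound: DMSO-dissolved test compounds / Timing: 30 min, room temperature / Measured by: luminescence from enzymatic CDP-Star hydrolysis / Control set: DMSO-only wells, enzyme-free buffer wells as negative control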
ATG4B inh = ATG4B protease inhibitors, primary screen, biochemical, fluorescence, uHTS. ATG4B cleavage of LC3-PLA2, NBD-HPC fluorescence, 1 h. 340,000 compounds, 0.51% hits. inhibition, % at 8.33 µM. Cysteine protease ATG4B (Homo sapiens), Q9Y4P1; in the data active = inhibition above about 40%
Target sequence (Q9Y4P1 whole entry, looked up): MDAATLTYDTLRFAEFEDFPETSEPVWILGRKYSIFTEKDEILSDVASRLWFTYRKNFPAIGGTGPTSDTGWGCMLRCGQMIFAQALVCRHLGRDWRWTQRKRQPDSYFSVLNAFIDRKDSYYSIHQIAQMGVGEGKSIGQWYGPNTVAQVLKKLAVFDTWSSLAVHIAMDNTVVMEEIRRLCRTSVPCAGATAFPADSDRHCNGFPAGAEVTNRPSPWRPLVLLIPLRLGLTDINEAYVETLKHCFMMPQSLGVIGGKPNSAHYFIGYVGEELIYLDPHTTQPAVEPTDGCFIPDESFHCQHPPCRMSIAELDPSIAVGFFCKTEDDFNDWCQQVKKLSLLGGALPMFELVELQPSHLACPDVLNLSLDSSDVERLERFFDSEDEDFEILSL
* = called active by the depositor; . = no result given. Hits appear at their usual frequency; about 3.3% have a hit in one of these screens.

SMILES | mIAP inh | A3A deaminase | hIAP act | MPTP inh | beta cell repl | APOBEC3G inh | hIAP block | mIAP act | ATG4B inh
CCOc1ccc(CC(=O)NNC(=S)Nc2ccc(OC)c(OC)c2)cc1 | -17.1 | -3.7 | 1.33 | -1.6 | 1.7 | -10.0 | -33.4 | 1.17 | -4.6
C1=CC2C3C=CC(C3)C2C1 (stereo not given) | 0.4 | -1.8 | 0.97 | -1.6 | 4.7 | -10.3 | 3.0 | 0.996 | 5.0
Cc1ccc(NS(=O)(=O)c2ccc(C(=O)NC3CCN(Cc4ccccc4)CC3)cc2)cc1 | 9.9 | -2.4 | 1.04 | 59.5* | -4.3 | -4.1 | -3.6 | 0.901 | -7.8
O=C(O)CCCn1cc(NC(=O)COc2ccc(F)cc2)cn1 | -1.3 | 2.6 | 0.887 | 0.6 | -2.6 | -2.6 | 11.3 | 1.01 | -14.8
O=C(c1ccccc1)c1ccccc1N/C=C/c1nnnn1-c1ccccc1 | -0.6 | 4.4 | 1.03 | 1.5 | -3.0 | -2.1 | -3.1 | 1.01 | -3.8
O=C1c2ccccc2[C@@H]2CC(O)C(O)CCN12 (stereo not given in full) | -8.6 | 8.8 | . | 0.0 | . | 8.6 | . | 1.09 | 14.2
O=C1C(Nc2ccccc2)=C2CCCC=C2N1c1ccccc1 | 3.4 | 4.4 | 0.872 | 6.0 | -3.4 | -0.9 | 12.8 | 0.966 | -4.8
CC1CC(C)CN(S(=O)(=O)c2cc3c4c(c2)C(C)C(=O)N4CCC3)C1 (stereo not given) | 2.7 | -5.3 | 0.816 | -2.2 | -0.1 | -4.7 | 18.4 | 0.973 | 13.4
COCCOC(=O)c1[nH]c2c(c1C)C(=O)CC(c1ccc(OC)c(OC)c1)C2 (stereo not given) | -11.4 | 0.5 | 1.02 | 0.9 | -4.9 | 2.4 | -1.7 | 1.11 | -17.0
CCN(CC)CCCNC(=O)Cn1ccc2ccccc2c1=O | -13.8 | -4.3 | 1.08 | -0.9 | -0.4 | -5.8 | -8.2 | 1.14 | -5.0
COc1ccc(CN(CC(=O)NCc2ccccc2)C(=O)CCC(=O)Nc2ccccn2)cc1 | -3.7 | -4.7 | 1.04 | 0.1 | 0.0 | -6.5 | -4.0 | 1.04 | -3.7
COc1cc(OC)c(OC)cc1CNCc1ccco1 | 6.3 | 6.6 | 0.914 | -0.8 | 0.4 | 0.1 | 8.6 | 0.937 | 3.7
Cc1ccc(-n2ncc3c(=O)n(CC(N)=O)cnc32)cc1 | -13.7 | 0.9 | 1.04 | 0.1 | 1.2 | -2.7 | -4.5 | 1.14 | -0.4
CCNc1nc(NC(C)C)nc(N(C#N)CCOc2ccc(Cl)cc2Cl)n1 | -1.3 | -0.7 | 0.922 | 13.8 | -6.0 | -6.2 | 7.8 | 1.01 | -5.3
CCc1ccc(CNC(=O)C2CCN(S(=O)(=O)N3CCC4(CC3)OCCO4)CC2)cc1 | -0.3 | 2.2 | 0.982 | 0.5 | -3.0 | -1.7 | 1.8 | 1 | -5.9
COc1ccc(NC(=O)Nc2ccc3c(c2)C(=O)N([C@H](C)CO)C[C@H](C)[C@@H](CN(C)C(=O)Nc2ccc(OC)cc2)O3)cc1 | -133.8 | -4.2 | 0.978 | -0.4 | -1.5 | -3.8 | 2.2 | 2.34* | -6.0
C/C(=N\OCC(=O)Nc1ccccc1C(=O)O)c1cccs1 | 1.1 | -0.8 | 0.919 | 3.0 | 1.0 | -4.9 | 8.1 | 0.989 | -1.4
Cc1noc(C)c1COc1ccccc1C(=O)NCCc1ccccc1 | -5.0 | 1.3 | 1.03 | 0.4 | 2.4 | -1.4 | -2.7 | 1.05 | -6.4
CCOC(=O)N1CCC(N2CC34C=CC(O3)C(C(=O)Nc3ccc(OCC)cc3)C4C2=O)CC1 (stereo not given) | 2.0 | -2.7 | 1 | -2.5 | -1.5 | -8.7 | -0.5 | 0.98 | 2.4
CCCCOC(=O)c1cc(=O)[nH]c2ccc(C)cc12 | -2.6 | -2.8 | 1.12 | 0.4 | -1.0 | -5.8 | -11.8 | 1.03 | -5.1
N=c1sccn1CC(=O)Nc1ccc2c(c1)CCC2 | 5.0 | 0.2 | 0.907 | 0.0 | -1.1 | -0.4 | 9.3 | 0.95 | -2.5
COc1ccc(CNC(=O)COC(=O)Cc2ccc(Br)cc2)cc1 | 8.4 | -4.1 | 1.19 | 0.9 | 0.6 | -6.7 | -18.9 | 0.916 | -1.6
CS(=O)(=O)N(Cc1ccccc1)c1ccc(C(=O)Nc2ccc3c(c2)OCO3)cc1 | -2.8 | -3.1 | 1.03 | 0.4 | 0.2 | -6.6 | -3.1 | 1.03 | -6.2
Cc1ccc(C(=O)N2CC(C)OC(C)C2)cc1S(=O)(=O)N1CCCCC1 (stereo not given) | -4.8 | -5.9 | 0.739 | 0.2 | 1.2 | -7.7 | 26.1 | 1.05 | -2.0

Records listed above shown as hits in mIAP act:
mol,mIAP inh,A3A deaminase,hIAP act,MPTP inh,APOBEC3G inh,hIAP block,mIAP act,ATG4B inh
COc1ccc(NC(=O)Nc2ccc3c(c2)C(=O)N([C@H](C)CO)C[C@H](C)[C@@H](CN(C)C(=O)Nc2ccc(OC)cc2)O3)cc1,-133.8,-4.2,0.978,-0.4,-3.8,2.2,2.34*,-6.0

(cont.)
SMILES | mIAP inh | A3A deaminase | hIAP act | MPTP inh | beta cell repl | APOBEC3G inh | hIAP block | mIAP act | ATG4B inh
COc1ccccc1NS(=O)(=O)c1cc(NC(=O)c2cc(F)c(F)c(F)c2F)ccc1N1CCOCC1 | 10.4 | -1.9 | 0.963 | 2.3 | -5.9 | -8.8 | 3.7 | 0.896 | -7.8
COCCCNC(=O)c1ccc2c(c1)CCN2S(C)(=O)=O | 2.5 | -0.6 | 0.853 | -1.5 | -2.6 | -2.2 | 14.7 | 0.975 | -1.9
CCCc1cc(C(=O)Cc2ccc(F)cc2)c(O)cc1O | 0.4 | -1.5 | 1.02 | 17.8 | -3.9 | -8.2 | -1.7 | 0.996 | -8.0
COc1ccccc1N1CCN(CCN(C(=O)c2ccc(F)cc2)c2ccccn2)CC1 | 3.2 | -5.0 | 0.826 | 0.0 | -0.3 | -8.3 | 17.4 | 0.968 | -4.2
COc1ccc(-n2nc(C(=O)NCC(=O)N3CCN(c4ccccc4OC)CC3)c3ccccc3c2=O)c(OC)c1 | -3.1 | 0.6 | 1.02 | 1.0 | 0.0 | -5.0 | -2.2 | 1.03 | -5.6
COc1cccc(-n2c(C)nnc2SCC#N)c1 | -6.5 | 7.3 | 0.969 | 3.0 | 0.2 | 1.1 | 3.1 | 1.06 | 15.4
CC(C)OC(=O)c1ccc(NC(=O)c2cccc(-n3cnnn3)c2)cc1 | -3.2 | 29.6 | 0.913 | 2.1 | -1.7 | 6.3 | 8.7 | 1.03 | -1.9
CCOc1ccc(-c2nnc(N3CCOCC3)c3ccccc23)cc1 | 7.9 | -4.0 | 0.96 | -0.3 | -0.1 | -6.6 | 4.0 | 0.921 | -8.9
CSc1cccc(NC(=O)CC(C)n2ccnc2)c1 (stereo not given) | -1.6 | 1.9 | 1.07 | -1.2 | -0.6 | -3.9 | -6.9 | 1.02 | -6.7
CC(=O)Nc1ccc(S(=O)(=O)NCC2CCC(C(=O)NCCC3=CCCCC3)CC2)cc1 (stereo not given) | -5.6 | -2.0 | 1.11 | -0.4 | -1.9 | -3.3 | -10.7 | 1.06 | -7.3
N#Cc1nc(-c2ccc([N+](=O)[O-])cc2)oc1N1CCCCC1 | 3.3 | 1.7 | 1.01 | 2.4 | -1.8 | -8.9 | -0.7 | 0.967 | -1.3
O=C(NCc1ccccc1F)C(=O)NCC1CCCN1S(=O)(=O)c1ccccc1 (stereo not given) | -4.0 | -1.7 | 0.839 | 0.6 | 7.6 | -12.5 | 16.1 | 1.04 | 1.4
CCOC(=O)c1ccc(NS(=O)(=O)c2ccc(SC)cc2)cc1 | -2.1 | 2.7 | 1 | 21.0 | -2.1 | 0.0 | -0.2 | 1.02 | -14.1
Cc1ccc(NC(=O)CN2CCC(C(N)=O)CC2)cc1[N+](=O)[O-] | -2.8 | -5.0 | 1.05 | 3.1 | -1.5 | -4.4 | -5.4 | 1.03 | 0.4
COc1ccc(NC2c3ccccc3C(=O)N2c2cccnc2)cc1Cl (stereo not given) | 6.8 | -4.4 | 0.867 | 1.2 | 3.9 | -8.3 | 13.3 | 0.932 | -16.7
COc1ccc(-c2ccc(-c3nnn(CC(C)=O)n3)cc2)cc1 | 19.5 | -1.7 | 0.96 | 2.7 | 2.8 | -4.3 | 4.0 | 0.805 | -8.3
O=C(NCc1ccc2c(c1)OCO2)c1nn2cccnc2c1Cl | 5.1 | 20.9 | 1.1 | -3.5 | -0.2 | -0.6 | -10.5 | 0.949 | -1.9
COc1ccc(/C=N/OCC(=O)N2CC3(C)CC2CC(C)(C)C3)cc1 (stereo not given) | -7.4 | -3.6 | 0.931 | -0.2 | 1.3 | -1.8 | 6.9 | 1.07 | -9.4
NC1=NS(=O)(=O)NC1c1cccc(F)c1 (stereo not given) | -1.8 | -2.6 | 1.16 | -0.3 | -3.0 | -7.9 | -15.8 | 1.02 | -2.0
Nc1nc2n(n1)C(c1ccccc1Cl)CC(c1ccc(F)cc1)N2 (stereo not given) | 10.4 | -3.8 | 1.06 | -1.3 | -2.6 | -7.3 | -6.0 | 0.896 | 0.0
CN(c1ccc(C(=O)NCCC2=CCCCC2)cc1)S(C)(=O)=O | -2.6 | 1.0 | 1.01 | -2.0 | -2.6 | -2.9 | -1.0 | 1.03 | -6.8
Cc1cc(=O)n2nc(N3CCCC(C(=O)NCc4ccco4)C3)sc2n1 (stereo not given) | 5.9 | -0.9 | 1.1 | -1.1 | -1.4 | -2.3 | -10.4 | 0.941 | -6.1
CCc1ccc(/C=C2/C(=O)NC(=O)N2C(C)=O)cc1 | -9.8 | 21.8 | 1.04 | 0.0 | -2.9 | -4.2 | -3.6 | 1.1 | 15.1
CCCCNC(=S)NC(=O)c1ccccc1Br | -4.9 | 3.9 | 1.06 | -1.0 | 0.6 | 5.8 | -6.2 | 1.05 | 8.1
CN(Cc1cnccn1)C(=O)CC1C(=O)NCCN1Cc1cccc(Oc2ccccc2)c1 (stereo not given) | -2.9 | -1.0 | 1.04 | 0.9 | 3.6 | -6.7 | -3.7 | 1.03 | -4.9

3 entries from above, arranged by SMILES length, low to high:
SMILES | mIAP inh | A3A deaminase | hIAP act | MPTP inh | beta cell repl | APOBEC3G inh | hIAP block | mIAP act | ATG4B inh
NC1=NS(=O)(=O)NC1c1cccc(F)c1 (stereo not given) | -1.8 | -2.6 | 1.16 | -0.3 | -3.0 | -7.9 | -15.8 | 1.02 | -2.0
COc1ccc(-c2ccc(-c3nnn(CC(C)=O)n3)cc2)cc1 | 19.5 | -1.7 | 0.96 | 2.7 | 2.8 | -4.3 | 4.0 | 0.805 | -8.3
CN(Cc1cnccn1)C(=O)CC1C(=O)NCCN1Cc1cccc(Oc2ccccc2)c1 (stereo not given) | -2.9 | -1.0 | 1.04 | 0.9 | 3.6 | -6.7 | -3.7 | 1.03 | -4.9
